Screening data (PubChem BioAssay)
D1 antag – human D1 dopamine receptor antagonism. P21728. HEK293 TREx D1 cells, calcium flux, dopamine EC80; stronger effect = lower value. activity change, negative = inhibition, % at 10 µM. 360,000 compounds, 3.2% hits. AID 504652; in the data active = activity change below about -30%; also: % is scaled to controls: 0 for no effect and ±100 for the full control effect
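Cells carrying a force-coupled, tetracycline-inducible human D1 receptor report calcium flux. Each well gets a 10 s baseline, compound with 180 s monitoring, then an EC80 dopamine stimulus with a second 180 s kinetic read.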
D2 PAM – positively modulates the human D2 dopamine receptor allosterically | HEK293 T-REx D2, calcium flux, EC20 dopamine potentiation | P14416 | AID 485347 | 340,000 compounds, 0.34% hits | potentiation, % at 10 µM;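 active = potentiation over 3 SD above the plate norm, cut at about 30% in these data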; also: 0% is about no effect
Target sequence (P14416 whole entry, looked up): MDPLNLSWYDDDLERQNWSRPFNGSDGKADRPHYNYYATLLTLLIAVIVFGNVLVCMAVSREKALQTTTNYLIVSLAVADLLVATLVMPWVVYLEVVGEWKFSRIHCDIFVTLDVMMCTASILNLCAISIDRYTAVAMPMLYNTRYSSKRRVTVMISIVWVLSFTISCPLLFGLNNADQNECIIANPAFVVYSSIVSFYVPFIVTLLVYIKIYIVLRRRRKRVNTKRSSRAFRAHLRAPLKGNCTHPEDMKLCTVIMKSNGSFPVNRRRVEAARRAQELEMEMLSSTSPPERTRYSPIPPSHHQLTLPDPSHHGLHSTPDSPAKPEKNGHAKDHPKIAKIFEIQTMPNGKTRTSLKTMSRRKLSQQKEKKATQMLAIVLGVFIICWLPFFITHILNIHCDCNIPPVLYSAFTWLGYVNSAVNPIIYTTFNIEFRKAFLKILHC
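Primary screen. Calcium kinetics in induced HEK293 T-REx D2 cells: compound pre-addition 180 s, EC20 dopamine, 180 s more.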
D2 ag – D2 dopamine receptor (human) agonism; AID 485358; activation, % at 2 µM; 340,000 compounds, 0.53% hits; P14416; HEK293 T-REx D2 cells, calcium flux agonist mode;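 active = activation over 3 SD above normal in the single-dose calcium agonist read, cut at about 30% in these data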; also: 0% is about no effect
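Tetracycline-induced HEK293 T-REx cells with force-coupled D2 receptor, plated overnight at 30 C, loaded with no-wash calcium dye. After a 10 s baseline, compound was pin-added and calcium flux read kinetically for 180 s; calcium rises flagged agonists.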
D1 potentiator – enhances dopamine response at the human D1 receptor | 360,000 compounds, 0.036% hits | P21728 | potentiation, % at 10 µM | HEK293 TREx D1 cells, calcium flux, dopamine EC20 potentiation; in the data active = potentiation above about 30%; also: 0% is about no effect
D2 antagonist – antagonists of human D2 dopamine receptor; P14416; HEK293 TREx D2 cells, calcium flux, dopamine EC80; inhibition, % at 10 µM; 340,000 compounds, 2% hits; in the data active = inhibition above about 30%; also: 0% is about no effect
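Calcium mobilization kinetics were recorded at 1 s intervals in tetracycline-induced HEK293 T-REx D2 cells, first for 180 s after compound addition and then 180 s after EC80 dopamine.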
RXFP1 antag – RXFP1 (human) relaxin receptor antagonism; activity change, negative = inhibition, % at 57.5 µM; HEK293-RXFP1, relaxin-stimulated cAMP HTRF, 30 min; stronger effect = lower value; 350,000 compounds, 0.59% hits;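 active = activity change of -60% or lower, but not beyond a set lower limit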; also: % is scaled to controls: 0 for no effect and ±100 for the full control effect
D1 ag – activates the human D1 dopamine receptor. P21728. activation, % at 2 µM. 360,000 compounds, 1% hits. HEK293 T-REx D1 cells, calcium flux, agonist mode; also: 0% is about no effect
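Tetracycline-induced HEK293 TREx D1 cells, force-coupled to calcium signalling, were dye-loaded with a no-wash calcium kit. Compound was pin-added after a 10 s baseline. Fluorescence was read kinetically at 1 cycle/s for 180 s, with calcium rises flagged as agonism.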
TRHR agonist – agonists of human TRH receptor. activation, % at 2 µM. P34981. 360,000 compounds, 0.18% hits. TRHR cells, calcium flux fluo-8, FDSS agonist mode; also: 0% is about no effect
Target sequence (P34981 whole entry, looked up): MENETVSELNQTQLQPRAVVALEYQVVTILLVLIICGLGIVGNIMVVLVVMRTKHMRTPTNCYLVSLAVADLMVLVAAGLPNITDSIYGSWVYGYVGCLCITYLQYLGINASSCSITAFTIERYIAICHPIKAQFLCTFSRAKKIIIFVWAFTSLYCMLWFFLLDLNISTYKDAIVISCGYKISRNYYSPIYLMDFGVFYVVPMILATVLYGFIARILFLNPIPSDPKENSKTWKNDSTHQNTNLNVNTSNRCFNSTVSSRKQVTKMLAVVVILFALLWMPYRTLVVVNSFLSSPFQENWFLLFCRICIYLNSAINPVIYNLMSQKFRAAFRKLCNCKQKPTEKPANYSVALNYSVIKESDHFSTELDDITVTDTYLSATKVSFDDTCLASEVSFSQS
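TRHR-expressing cells loaded with fluo-8 calcium dye; 23 nL library compound pin-transferred, kinetic FDSS fluorescence (Ex 480/Em 530) recorded about 180 s for agonist-induced calcium release, before a 10 nM TRH EC20 addition for potentiator mode.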
TRHR enhancer – TRH receptor (human) allosteric enhancement | P34981 | TRHR cells, fluo-8 calcium fluorescence, EC20 TRH enhancement | enhancement, % at 2 µM | 360,000 compounds, 0.66% hits | AID 493056; in the data active = enhancement above about 30%; also: 0% is about no effect
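Enhancer read-out: after compound pinning and an initial kinetic agonist-mode read, an EC20 of TRH (10 nM final) was injected and fluo-8 calcium signal (Ex 480/Em 530) followed at 1 s/cycle for 100 cycles in TRHR-expressing cells.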
Active calls of the source: *; x = not tested or not shown; & = joins results of further samples; ! = a repeat was not active. Rule as the data show it, unless noted: active = activation above about 30%; inactive = the rest.

SMILES,D2 PAM,D1 antag,D1 ag,D1 potentiator,D2 antagonist,RXFP1 antag,TRHR enhancer,D2 ag,TRHR agonist
CCCCN1C(=O)C2C(C(=O)Nc3cccc(OC)c3)C3C=CC2(O3)C1C(=O)NC1CCCCC1C (stereo not drawn),3,4,0,-2,36*,3,-1,0.1,-0.3
O=C(CN1CCN(C(=O)c2cccc(F)c2)CC1)Nc1ccccc1F,7,-12,2,-7,-12,-6,2,3.4,0.2
Cc1cccc(C)c1NC(=O)CN1C(=O)CCSc2ccc(S(=O)(=O)N3CCCC3)cc21,8&19,3&3,4&0,1&1,2,-5&7,-5&3,0.9&-0.6,0.6&0.4
CCc1cnc2c(c1SCC(=O)Nc1ccc(C(=O)OC)cc1)c(=O)n(C)c(=O)n2C,12,x,-4,0,x,3,2,1.2,0.4
O/N=C1\CCCc2ccc(Cl)cc21,6,0,9,-9,5,3,4,-0.2,-0.4
CCOCCCNC(=O)CCn1ccc2cc(S(=O)(=O)N3CCCC3)ccc21,-1,-6,5,-6,17,-3,-1,-0.2,-0.1
CCOC(=O)c1c(C)oc2ncnc(Nc3cccc(C(F)(F)F)c3)c12,1,-5,-1,-1,x,x,5,0.5,0.1
Cc1cc(NC(=O)CCC(=O)N(CC(=O)NC2CCCC2)Cc2ccccc2Cl)no1,-1,-20,1,-6,-24,4,-11,-0.7,-1.5
Fc1cccc(CN2CCN(c3nc4nonc4nc3NC3CC3)CC2)c1,9,4,3,-3,9,-1,1,-0.8,-3.6
COc1cc(-c2nc3cc(C)ccn3c2NC2CCCCC2)ccc1-c1ccc(C(C)=O)cc1,-2,9,6,-5,14,x,-10,-0.8,0.9
CC1CCN(C(=S)NC2CC3CCC2C3)CC1 (stereo not drawn),-6,8,0,-2,-2,8,-5,0.3,0.2
O=C(NC1CC2CCCC(C1)N2Cc1ccccc1)c1cccc(F)c1 (stereo not drawn),-22,-9,5,-10,84*,5,-17,-0.5,0.0
COc1ccccc1NC(=O)CCN1C(=O)C2CC=C(Cl)CC2C1=O (stereo not drawn),-5,3,0,-8,6,2,3,-0.5,-0.4
Cc1ccc(NS(=O)(=O)c2ccc3c(c2)NC(=O)CO3)cc1Cl,2,13,1,-1,-8,-5,4,-0.4,0.2
O=C1CCCc2c1sc1nc3n(c(=O)c21)CCCCC3,-10,-2,-2,-5,-10,7,5,0.0,-0.4
O=C1NC(=O)/C(=C\c2ccc(Sc3ccc(Cl)cc3)o2)N1,3,9,1,-3,-7,-25,-3,-0.2,-0.2
CCOc1ccc(CC(=O)N/N=C(\C)c2cccnc2)cc1OCC,7,1,3,-2,3,5,20,0.1,0.1
Nc1nc(Nc2ccc(Cl)cc2)nc(NCCO)c1[N+](=O)[O-],11,8,1,-1,3,-19,9,1.5,-0.8
O=S(=O)(Nc1ccc(O)c(CN2CCCCC2)c1)c1ccccc1,1,-1,2,-2,-15,-6,-2,-0.4,-0.2
O=C(CN1CCN(Cc2ccc(F)cc2Cl)C1=O)NCCc1ccc(Cl)cc1,-9&1,-11&1,5&3,-4&2,-1,-11,-9&-4,-0.8&-2.2,-1.4&-0.4

Gathered by group, the compounds so far with an aryl methoxy group (3)
SMILES,D2 PAM,D1 antag,D1 ag,D1 potentiator,D2 antagonist,RXFP1 antag,TRHR enhancer,D2 ag,TRHR agonist
CCCCN1C(=O)C2C(C(=O)Nc3cccc(OC)c3)C3C=CC2(O3)C1C(=O)NC1CCCCC1C (stereo not drawn),3,4,0,-2,36*,3,-1,0.1,-0.3
COc1cc(-c2nc3cc(C)ccn3c2NC2CCCCC2)ccc1-c1ccc(C(C)=O)cc1,-2,9,6,-5,14,x,-10,-0.8,0.9
COc1ccccc1NC(=O)CCN1C(=O)C2CC=C(Cl)CC2C1=O (stereo not drawn),-5,3,0,-8,6,2,3,-0.5,-0.4

Continued:
SMILES,D2 PAM,D1 antag,D1 ag,D1 potentiator,D2 antagonist,RXFP1 antag,TRHR enhancer,D2 ag,TRHR agonist
COCCCNC(=O)C1CCCN(c2nn3cc(-c4ccc(C)cc4)nc3s2)C1 (stereo not drawn),-3,1,-1,5,x,-13,-9,-1.1,-0.3
O=C1CCCC(O)=C1N=Nc1ccc2c(c1)OCO2,10,23,0,-5,7,9,-3,0.6,0.2
COc1ccc(/C=C/c2nnc(NC(=O)COc3ccc(C)cc3)s2)cc1,5,6,3,-1,22,-4,6,-0.1,1.1
Cc1ccc(C)c(N(C(=O)c2csnn2)C(C(=O)NC2CCCC2)c2ccncc2)c1 (stereo not drawn),4,1,1,x,-20,-6,22,-1.3,-1.3
C=CCN(CC=C)C(=O)C1CCN(S(=O)(=O)c2ccc(-n3cnnn3)cc2)CC1,-18,-5,2,-6,-7,-6,5,0.1,0.1
Cc1ccc(P(C)(=O)c2ccc(C)cc2)cc1,4,11,1,1,5,-6,3,0.8,0.0
CC(N=C1NS(=O)(=O)c2ccccc21)C(=O)NCc1ccc2c(c1)OCO2 (stereo not drawn),-15,-6,0,-3,3,-5,-6,-0.3,0.5
COc1ccc(NC(=S)NC2CCS(=O)(=O)C2)cc1 (stereo not drawn),8,30,3,-1,2,-5,3,0.2,-0.3
Cc1cccc(-n2c(CNC(=O)c3cccc([N+](=O)[O-])c3C)n[nH]c2=S)c1,-6,7,2,-2,-10,13,2,0.7,0.2
CC(=O)c1cccc(NC(=O)NC2CCCc3ccccc32)c1 (stereo not drawn),5,1,3,-8,5,4,-7,0.9,0.7
CCCCNS(=O)(=O)c1ccc2nc(-c3cccnc3)cc(C(=O)NC(C)CC)c2c1 (stereo not drawn),x,11,1,-3,x,x,2,x,-0.3
CC1CCCCN1C(=O)c1ccc2c(c1)N(Cc1ccc(F)cc1)C(=O)c1ccccc1S2(=O)=O (stereo not drawn),-2,0,4,1,x,x,-15,x,0.4
CCc1nc(N2CCCCC2C(=O)O)c2oc3ccccc3c2n1 (stereo not drawn),12,0,3,3,-5,-12,-2,-0.9,-1.1
Cc1ccc(-n2nc(C)c3nc(CCC(=O)Nc4cccc(F)c4)c(=O)n(C)c32)cc1,2,-1,1,0,x,-7,-2,x,0.4
O=C1CC(c2ccc(F)cc2)Sc2ccccc2N1 (stereo not drawn),2,-11,-2,-5,4,8,1,0.5,1.0
N#C/C(C(=O)NCc1ccccc1)=C1/SC(Cc2ccc(Cl)cc2)C(=O)N1c1ccccc1 (stereo not drawn),8,0,8,-10,-18,-3,-5,-0.2,0.7
CC(NC(=O)CN1C(=O)c2ccccc2C1=O)c1ccccc1 (stereo not drawn),x,-5,2,-4,x,14,1,x,-1.3
O=C(NCC1CCCO1)c1csc(Nc2cccc3ccccc23)n1 (stereo not drawn),14,-1,1,-5,0,-5,0,0.0,1.0
COC(=O)C1C(=O)OC(C)(C)C1C(C)C(=O)c1ccc(C)cc1C (stereo not drawn),-2,-19,2,-9,8,-13,-1,-0.2,-1.0
CCc1ccc(NC(=O)C2CCCN2S(=O)(=O)c2ccc3c(c2)C(C)(C)C(=O)N3C)cc1 (stereo not drawn),-4,4,1,4,4,-13,-3,0.0,-0.7

(further entries)
SMILES,D2 PAM,D1 antag,D1 ag,D1 potentiator,D2 antagonist,RXFP1 antag,TRHR enhancer,D2 ag,TRHR agonist
Cc1ccccc1OCCNC(=O)CNC(=O)c1ccccc1O,-5,-13,5,1,-6,-29,-7,-0.3,0.9
Cn1c(=O)c2c(nc(OCc3ccc4c(c3)OCO4)n2Cc2ccccc2Cl)n(C)c1=O,4,3,1,-3,6,-15,-1,-0.4,0.1
Cc1[nH]c2ccc3ncccc3c2c1C,9,5,5,-8,11,-18,4,-0.2,-0.3
COc1ccc(S(=O)(=O)NCCc2csc3nc(-c4ccc(Cl)cc4)nn23)cc1C,-7,x,-1,0,x,-22,2,1.8,0.5
CCCN(CCC)C(=S)NC(=O)c1ccc(-c2ccccc2)cc1,16,-8,10,-2,x,-2,-1,0.0,0.0
CCOC(=O)NN1C(=O)c2ccccc2NC12CCCC2,x,-4,1,-1,3,-11,1,-0.2,-0.1
CCOC(=O)CSc1nc2ccc(NC(=O)c3ccc(C)cc3)cc2s1,-9,-27,11,-2,x,x,-4,-1.6,1.0
Cc1c(Cl)c([N+](=O)[O-])nn1CCCC(=O)O,12,5,8,3,7,-3,5,2.4,-2.2
CCOc1ccc(S(=O)(=O)Nc2ccc(C(=O)N/N=C(\C)c3ccc(-n4ccnc4)cc3)cc2)cc1,6,-1,7,0,-1,-8,-3,0.4,-0.3
CC1CCN(c2cc(N(C)CCO)c([N+](=O)[O-])c3nonc23)CC1,-1,0,0,-5,-26,4,6,-0.2,0.7
O=C(Nc1ccc(F)c(F)c1)C1CCCN(S(=O)(=O)c2cccc3nonc23)C1 (stereo not drawn),-5&18,-13&4,33*!,-9&-2,-5,-20,0&1,0.6&-0.5,1.4&-1.4
COC(=O)Cc1csc(NC(=O)CSc2nnc3ccccn23)n1,1,-9,4,-6,2,-3,-11,0.4,0.2
Cc1ccnc(SCCn2c(N3CC(C)CC(C)C3)nc3c2c(=O)n(C)c(=O)n3C)n1 (stereo not drawn),16,-8,0,-8,3,16,-2,0.4,-0.5
Cc1cccc(C)c1OCc1cc(C(=O)NCc2cn(C)nc2C)no1,4,2,7,-7,-7,-6,2,-0.5,-0.1
CCCCC(=O)Nc1ccc(C(=O)N2CCCC(C(=O)OCC)C2)cc1 (stereo not drawn),1,-3,4,-3,8,-11,2,-0.6,-2.2
Cc1ccc(NC(=O)CSc2nc3c(c(=O)[nH]2)CCC3)c(C)c1,0,-5,2,8,-4,-9,13,0.0,-0.4
COc1cccc(N=c2oc3cc(O)ccc3cc2C(=O)NCC2CCCO2)c1 (stereo not drawn),10,-3,2,0,1,5,6,0.2,4.1
CCc1cccc(NC(=O)C2CCCN2S(=O)(=O)c2ccc3nc(-c4ccccc4)[nH]c3c2)c1 (stereo not drawn),-2,12,4,-1,x,-23,-3,0.4,0.6
Cc1ccc(S(=O)(=O)N2CCOCC2)cc1NC(=O)COC(=O)c1ccc(OCc2c(C)noc2C)cc1,7,-10,8,-12,4,-2,15,-2.3,-0.6
COC(=O)c1c(C)oc2ccc(N(C(=O)Oc3ccccc3)S(=O)(=O)c3ccccc3)cc12,14,-8,3,-5,0,-2,-4,1.9,0.7

The list goes on.
SMILES,D2 PAM,D1 antag,D1 ag,D1 potentiator,D2 antagonist,RXFP1 antag,TRHR enhancer,D2 ag,TRHR agonist
O=C1NC(=O)[C@@H]2C3c4ccccc4C=CN3[C@H](C(=O)c3cccs3)[C@H]12 (stereo partly drawn),4,-70*,4,-10,-10,x,3,-0.1,-0.4
O=C1NC(c2ccc(Br)cc2)Oc2ccccc21 (stereo not drawn),2,3,5,-8,-4,10,-5,-1.9,-0.2
Cc1ccc(SCC(=O)Nc2ccccc2N2CCOCC2)cc1,7,14,4,-7,-11,5,4,x,-0.5
O=C(N/N=C/c1cccc(F)c1)c1cc(-c2ccco2)nc2ccccc12,13,0,2,-4,-7,-17,0,0.2,-0.6

No new results follow: entries from further up.
SMILES,D2 PAM,D1 antag,D1 ag,D1 potentiator,D2 antagonist,RXFP1 antag,TRHR enhancer,D2 ag,TRHR agonist
Cc1ccc(SCC(=O)Nc2ccccc2N2CCOCC2)cc1,7,14,4,-7,-11,5,4,x,-0.5
O=C(N/N=C/c1cccc(F)c1)c1cc(-c2ccco2)nc2ccccc12,13,0,2,-4,-7,-17,0,0.2,-0.6
